# Compound activity from PubChem.
# GBA activity up – glucocerebrosidase activity enhancement; L444P Gaucher fibroblasts, 4-MU-glucoside fluorescence, 3 days; activation, % at 10 µM; 0.44% of 30,000 active; AID 784; in the data active = activation above about 65%;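 also: 0% = vehicle wells and 100% = positive control wells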
# Target sequence (P04062 whole entry L483P): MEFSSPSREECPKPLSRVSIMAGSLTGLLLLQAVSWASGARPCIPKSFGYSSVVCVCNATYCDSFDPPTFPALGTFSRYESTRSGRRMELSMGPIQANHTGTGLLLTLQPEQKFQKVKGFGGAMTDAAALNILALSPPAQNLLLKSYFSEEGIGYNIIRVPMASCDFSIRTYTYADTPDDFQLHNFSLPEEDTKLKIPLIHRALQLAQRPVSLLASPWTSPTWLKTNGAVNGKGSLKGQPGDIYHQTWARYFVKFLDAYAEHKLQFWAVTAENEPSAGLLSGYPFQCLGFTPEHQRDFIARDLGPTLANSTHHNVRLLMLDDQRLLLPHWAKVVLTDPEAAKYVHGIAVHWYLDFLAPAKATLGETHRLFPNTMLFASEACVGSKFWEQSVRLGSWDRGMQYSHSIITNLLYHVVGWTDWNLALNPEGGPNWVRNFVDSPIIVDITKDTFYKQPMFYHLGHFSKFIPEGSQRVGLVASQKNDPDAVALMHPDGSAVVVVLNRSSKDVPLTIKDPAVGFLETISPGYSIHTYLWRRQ
# Numbers without * were called inactive. Some of the compounds tested, so the mix of outcomes need not match the whole.
SMILES,GBA activity up
Cc1cc(NCCCCO)n2c(nc3ccccc32)c1C#N,6.9
O=S(=O)(c1cccc(-c2nnc(SC(F)F)n2-c2ccccc2)c1)N1CCCCC1,-8.4
CC1N=C2c3ccccc3N=C(SCc3cc(=O)n4cc(Cl)ccc4n3)N2C1=O (stereo unspecified),-3.5
Cc1occc1C(=O)NCCCCNC(=O)c1ccoc1C,-26.1
Cn1c(Cn2nnc3ccccc32)nnc1SCC(=O)Nc1ccc2c(c1)OCO2,-38.2
O=C(O)CCS(=O)(=O)Cc1cccc(Cl)c1,41.4
CCOC(=O)C1C(=O)NC(N2CCN(Cc3ccccc3)CC2)=NC1c1ccco1 (stereo unspecified),-19.4
O=C(Nc1nc2ccc(S(=O)(=O)N3CCCC3)cc2s1)c1cccs1,-2.0
Nc1nc(-c2ccccc2)cc(C(F)(F)F)n1,-17.7
Cc1nnc2n(Cc3ccccc3)c(=O)c3c4c(sc3n12)COC(C)(C)C4,-3.1
CCOC(=O)CSc1nc2cc3c(cc2cc1C#N)OCO3,-38.2
O=C(COC(=O)Cn1[nH]c(=O)c2ccccc2c1=O)Nc1ccc2c(c1)OCO2,-16.1
O=C(CSc1nnc(-c2cccs2)n1-c1ccccc1)N1CCN(C(=O)c2ccco2)CC1,-13.7
CCc1cc(=O)oc2cc(OCC(=O)O)c(Cl)cc12,-14.7
COc1cccc(CNC(=O)C2CCN(S(=O)(=O)c3cnc[nH]3)CC2)c1,8.9
CC1=CC(C)(C)N=C(Nc2ccc(C)cc2)S1,-27.8
COc1ccc(N2CCN(C(=O)CSc3nnc(-c4ccc5[nH]c(C)c(C)c5c4)o3)CC2)cc1,-7.3
COC(=O)c1ccc(CNC(=O)CNc2cc(C(F)(F)F)ccc2N2CCOCC2)cc1,-12.2
CC(=O)c1cccc(NC(=O)C2CCN(S(C)(=O)=O)CC2)c1,-2.8
O=C(Nc1cccc(Cl)c1)N1CCN(c2ncccn2)CC1,-22.0
COc1cccc(C(=O)CSc2nnc(-c3cc(OC)c(OC)c(OC)c3)o2)c1,7.7
O=C1c2ccccc2C(=O)N1C/C=C/CN1C(=O)c2ccccc2C1=O,2.1
CCCCOc1ccc(NC(=O)C2CC=CCC2C(=O)O)cc1 (stereo unspecified),34.4
COCCNC(=O)CN(C(=O)CCC(=O)Nc1ccccn1)c1ccc(F)c(Cl)c1,-16.5
CSCCC(NC(=O)c1ccccc1)C(=O)NC1CCCC1 (stereo unspecified),4.6
COc1ccccc1S(=O)(=O)Cc1ccc(C(=O)N2CCN(c3cccc(Cl)c3)CC2)o1,-24.3
Cc1ccc2[nH]cc(C(=O)CN3CCN(c4ccccn4)CC3)c2c1,-2.7
COc1ccc(Cl)cc1C(=O)Nn1cnc2ccccc2c1=O,-14.8
Cc1ccc(-n2nc(C)c(C3C(C#N)=C(N)OC4=C3C(=O)CCC4)c2Cl)cc1 (stereo unspecified),-4.9
CCOC(=O)/C(C#N)=C1/CCCCCN1C,-4.2
CCOC(=O)Oc1ccc2oc(C)c(C(=O)OCCOC)c2c1,-5.0
O=c1c2ccccc2nnn1CSc1nnc(C2COc3ccccc3O2)n1-c1ccccc1 (stereo unspecified),-4.5
CC(C)c1ccc(OCC(O)CN2CCN(c3ccccc3)CC2)cc1 (stereo unspecified),-32.5
c1ccc(CCc2nn3c(Cc4ccccc4)nnc3s2)cc1,-4.2
CCCOC(=O)CSc1nnc(-c2ccccc2Cl)o1,-10.8
Cc1ccc(-c2csc(N)n2)s1,1.3
c1ccc(OCc2nc(-c3ccccc3)no2)cc1,2.0
CC(C)(C)n1c(=O)[nH]c2c(c1=O)CCC2,9.6
COc1nc(-c2ccccc2)cc(-c2ccccc2)n1,-19.4
CCN(CC)CCNC(=O)Cn1c(-c2ccccn2)nc2ccccc21,-22.9

# A different layout for part of the listing above:
Structure	GBA activity up
CC(C)(C)n1c(=O)[nH]c2c(c1=O)CCC2	9.6
c1ccc(CCc2nn3c(Cc4ccccc4)nnc3s2)cc1	-4.2
COc1nc(-c2ccccc2)cc(-c2ccccc2)n1	-19.4

# The list goes on.
SMILES,GBA activity up
Cn1c(=O)[nH]c(=O)c2c1nc(CN1CCOCC1)n2CCCO,12.3
COc1ccc(OCC(=O)Nc2ccc(S(=O)(=O)N3CCCCCC3)cc2)cc1,1.2
c1ccc2c(c1)sc1nnnn12,-37.0
COC(=O)c1cc(OC)c(OC)cc1NC(=O)c1c(-c2ccccc2Cl)noc1C,3.4
Cc1ccc(C)n1CCN1CCN(CC(=O)Nc2cc(C(F)(F)F)ccc2Cl)CC1,-17.4
COc1ccc(Cl)c(Cn2c(NCCCN(C)C)nc3c2c(=O)n(C)c(=O)n3C)c1,-10.2
S=c1[nH]ncn1-c1ccccn1,22.8
CCOC(=O)c1c(C)[nH]c(C(=O)OCC(=O)N2CC(C)OC(C)C2)c1C (stereo unspecified),-19.3
CCOC(=O)CSc1nnc(NC(=O)c2cccc(S(=O)(=O)N3CCCC3)c2)s1,2.1
O=C(c1cc2ccccc2o1)N1CCN(c2ccccc2Cl)CC1,-4.7

# Some of the entries so far, tab-delimited.
mol	GBA activity up
S=c1[nH]ncn1-c1ccccn1	22.8
CCOC(=O)c1c(C)[nH]c(C(=O)OCC(=O)N2CC(C)OC(C)C2)c1C (stereo unspecified)	-19.3
CCOC(=O)CSc1nnc(NC(=O)c2cccc(S(=O)(=O)N3CCCC3)c2)s1	2.1
O=C(c1cc2ccccc2o1)N1CCN(c2ccccc2Cl)CC1	-4.7

# Further results
SMILES,GBA activity up
O=C(Oc1ccc2c(c1)OCO2)c1ccc(F)cc1Cl,4.5
CC(=O)Nc1ccc(S(=O)(=O)NCCSc2ccccn2)cc1,-6.2
COc1ccc(C2C(C(=O)N3CCCC3)c3cc(OC)c(OC)cc3C(=O)N2C)cc1 (stereo unspecified),11.1
CC(C)NS(=O)(=O)c1ccc(OCC(=O)NCc2ccccc2)cc1,-13.0
O=C(NCC(=O)N(c1cnc2ccccc2c1)C(C(=O)NC1CCCC1)c1ccncc1)c1ccco1 (stereo unspecified),6.4
COCCNC(=O)C(c1ccc(C)cc1)N(C(=O)CCC(=O)Nc1ccccn1)C1CCCC1 (stereo unspecified),-44.1
O=C1c2oc3ccccc3c(=O)c2C(c2cccc(F)c2)N1CCCO (stereo unspecified),5.0
Cc1cccc(-n2c(Cc3ccccc3)nnc2SCC(=O)N2CCOCC2)c1,-11.4
CCOC(=O)c1cc2c(C(F)(F)F)cc(-c3cccnc3)nc2o1,-10.8
CN(CC(=O)NCc1ccc(F)cc1)S(=O)(=O)c1cccc2nsnc12,17.2
O=C(C1CCCCC1)N1CCCC(c2nc(-c3ccc(F)cc3)no2)C1 (stereo unspecified),6.5
COc1ccc(S(=O)(=O)N2CCCC(C(=O)Nc3cccc(C(C)=O)c3)C2)cc1 (stereo unspecified),2.6
Cc1cccc(NC(=O)CSc2nnc(Cn3nnc(-c4ccccc4)n3)n2-c2ccccc2)c1,-44.7
O=C(c1cccnc1)N1CCN(C(=O)c2ccccc2F)CC1,-10.7
CCOC(=O)N1CCC(N2Cc3cccc(C(=O)N4CC(C)CC(C)C4)c3C2=O)CC1 (stereo unspecified),-2.1
CCN(CC)C(=O)c1cc(-c2ccc(Br)cc2)on1,-0.5
Clc1ccc(Cl)c(OCCN2CCOCC2)c1,2.0
CCCCNC(=O)Nc1ccon1,-12.7
CN(Cc1nc(-c2ccccn2)no1)S(=O)(=O)c1ccccc1,4.6
Cc1ccnc(N2CCCC(C(=O)Nc3cc(F)ccc3C)C2)n1 (stereo unspecified),8.1
O=C(CCC(=O)N1CCCC1)Nc1nnc(C2CCCCC2)s1,-29.3
Cc1cnc(SCCc2ccncc2)nc1C,6.0
CCOc1cccc(C(=O)Nc2cccc(-c3nnc(-c4ccc(C)cc4)o3)c2)c1,-49.4
NS(=O)(=O)c1ccc(CNC(=O)c2ccc(Br)o2)cc1,-1.0
Cc1csc(NC(=O)c2c(O)c3cccc4c3n(c2=O)CCC4)n1,-21.7
O=C(Nc1c(F)c(F)c(F)c(F)c1F)C1CCCCC1,-9.5
O=C(CN1C(=O)NC2(CCCCCC2)C1=O)c1ccc2c(c1)OCCO2,12.6
COc1ccc(OC)c(C2C(C(=O)c3ccc(C)o3)=C(O)C(=O)N2CCCN2CCOCC2)c1 (stereo unspecified),-4.6
COc1cccc(N2CCN(C3CC(=O)N(c4ccc(Cl)cc4)C3=O)CC2)c1 (stereo unspecified),18.7
O=C(Nn1c(C2CCC2)nc2ccccc2c1=O)C1CCC1,-23.1
O=C(c1noc2c1CCCC2)N1CCN(c2ccc(F)cc2)CC1,-12.7
C=CCNC(=O)c1ccc(OC)cc1OC,4.4
COc1ccc2c(c1)C1(Nc3ccccc3-c3nc4ccccc4n31)C(=O)N2C (stereo unspecified),-35.0
Cc1cc(F)ccc1S(=O)(=O)Nc1ccccc1C(=O)Nc1ccc2[nH]c(=O)[nH]c2c1,-3.3
CCCNC(=O)c1c(N)n(-c2cccc(OC)c2)c2nc3ccccc3nc12,40.7
CC1CCC(C(C)C)C(OC(=O)COC(=O)c2ccc(=O)[nH]c2)C1 (stereo unspecified),-3.9
Cc1csc(NC(=O)CSc2nc(C)nc3c2c(=O)n(C)c(=O)n3C)n1,-11.4
N#CC1=C(N)Oc2n[nH]c(-c3ccccc3)c2C1c1cccnc1 (stereo unspecified),-36.9
O=C1CSC(c2ccccc2F)N1c1cc(Cl)ccc1O (stereo unspecified),-23.3
CC1=C/C(=C\c2ccc3c(c2)OCO3)C(=O)S1,-3.0
C=CCn1c(SCC(=O)Nc2sc(C)c(C)c2C(=O)OCC)nnc1-c1sc(N)nc1C,-31.1
N#C/C(C(=O)N1CCOCC1)=C1/SC(Cc2ccccc2)C(=O)N1c1ccccc1 (stereo unspecified),-14.3
COC(=O)c1ccccc1NS(=O)(=O)c1ccc(O)c(C(=O)O)c1,-18.2
CS(=O)(=O)N1CCc2cc(-c3csc(NCC4CCCO4)n3)ccc21 (stereo unspecified),-22.6
Cc1ccc(NC(=O)NC2CCCCC2)cc1Cl,-15.7
Cc1ccccc1CSc1ncc(C#N)c(N)n1,0.0
CC(COc1cccc2ccccc12)CN1CCN(C)CC1 (stereo unspecified),0.9
CCOC(=O)/C(C#N)=C1/C=CN(C)C=N1,-21.4
O=C(CSc1ncn[nH]1)Nc1ccc(Cl)c(Cl)c1,-42.7
COc1cccc(NS(=O)(=O)c2ccc(OC)c(OC)c2)c1,-28.4

# Four entries already listed, arranged by formula weight, descending.
SMILES,GBA activity up
COc1ccc(OC)c(C2C(C(=O)c3ccc(C)o3)=C(O)C(=O)N2CCCN2CCOCC2)c1 (stereo unspecified),-4.6
O=C1c2ccccc2C(=O)N1C/C=C/CN1C(=O)c2ccccc2C1=O,2.1
Cc1ccc(NC(=O)NC2CCCCC2)cc1Cl,-15.7
CCOC(=O)/C(C#N)=C1/C=CN(C)C=N1,-21.4

# (list continues)
SMILES,GBA activity up
CN1C(=O)SC(Nc2ccccc2C(=O)O)C1=O (stereo unspecified),15.5
CCSc1nc(=S)n(CC)c(C)c1C(C)=O,-3.7
CCCCCOC(=O)C1=C(C)N(C)C(=O)NC1c1cc(Br)c(O)c(OC)c1 (stereo unspecified),-18.3
CCOC(=O)c1sc(NC(=O)CCn2nnc3ccccc32)c(C(=O)OCC)c1C,-13.2
Cc1cc(C(F)(F)F)nc(SCC(=O)Nc2cc(C)on2)n1,-15.7
CN(Cc1ccccc1)C(=O)CN(C1CCCCC1)S(C)(=O)=O,14.5
CC1CC2(C)Oc3ccccc3C3OCC1(CO)C(C)C32 (stereo unspecified),-4.8
COc1ccc(C2(NC(C)=O)CCN(C(=O)c3ccco3)CC2)cc1,-27.7
COc1ccc(C)cc1NC(=O)COCC(=O)O,-6.5
Cc1ccccc1-n1c(=O)c2ccccc2n2c(=O)[nH]nc12,-5.3
CC1(C)CC(=O)C2=C(C1)OC(N)=C(C#N)C2c1cccc(OC(=O)c2ccco2)c1 (stereo unspecified),-7.7
CCN(CC)S(=O)(=O)c1cccc(-c2nnc(SCCOc3ccccc3)o2)c1,8.9
Cc1ccc2nc(CSc3nnc(-c4ccco4)o3)cc(=O)n2c1,-19.1
CCOC(=O)c1c(C)[nH]c(C)c1C(=O)COc1ccc(NC(=O)c2ccco2)cc1,23.0
COc1ccc(N2CCN(CCCNC(=O)CCCn3c(=O)[nH]c4ccsc4c3=O)CC2)cc1,-30.0
CCOc1ccc(N2C(=O)CCC2=O)cc1,-4.3
COC(=O)CNC(=O)CNC(=O)Nc1ccccc1,-32.1
COC(=O)c1ccccc1NC(=O)CN(C1CCCCC1)S(C)(=O)=O,-29.6
CCOCCCn1c(SCC(=O)NC(C)C)nc2ccccc2c1=O,-26.0
COc1ccccc1-n1c(SCC(=O)Nc2ccc3c(c2)OCO3)nc2c(c1=O)SCC2,1.9
CCOC(=O)C1C(=O)OC(C)(C)C1C(C)C(=O)c1ccc(OC)cc1 (stereo unspecified),-29.8
O=c1cc(N2CCC3(CC2)OCCO3)[nH]c(=O)n1-c1ccc(Cl)cc1,-1.2
O=C(Nc1ncnc2c1ncn2C1OC(COC(=O)c2ccccc2)C(F)C1O)c1ccccc1 (stereo unspecified),-8.0
Cc1cc(NC(=O)COc2ccc3oc4ccccc4c3c2)no1,3.7
CCOc1ccccc1NC(=O)CCS(=O)(=O)c1cccc2nonc12,-7.6
Cc1nc2sc(C(c3cccs3)N3CCC4(CC3)OCCO4)c(O)n2n1 (stereo unspecified),-14.0
COC(=O)c1ccccc1NC(=O)N1CSC[C@H]1C(=O)OC,-4.5
CCOC(=O)c1ccccc1NC(=O)COC(=O)c1ccc(C)c(S(=O)(=O)N2CCOCC2)c1,-35.1
CCc1c(C)c2cc(Cl)c(O)c(CN(C)C)c2oc1=O,-10.5
CCOc1ncccc1C(=O)NCC1COc2ccccc2O1 (stereo unspecified),5.0
O=C(CCn1nc(-c2ccccc2)ccc1=O)N1CCN(c2ccccn2)CC1,-34.3
CN(c1nc2c(c(=O)n(C)c(=O)n2C)n1CC(=O)c1ccccc1)C1CCCCC1,-8.3
CN(C(=O)c1ccccn1)c1nnc(-c2cccnc2)s1,4.9
CC(C)(C)n1nnnc1C(c1cccnc1)N1CCN(C2CCCCC2)CC1 (stereo unspecified),4.3
